High-throughput results as filed in PubChem.
Vif-A3F inh = inhibitors of Vif-A3F interaction; HeLa A3F-eYFP + Vif (tagged APOBEC3F with the HIV-1 protein that degrades it), YFP fluorescence increase; Potency, µM (highest dose often 46.1 µM), inactives show at the highest dose activity, negative = active; hit rate 0.2% among 390,000; also: potency is read from the fitted curve at half-maximal effect; % of control where 0% means no effect; nearly all actives have a fitted effect of over 65% in size
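HeLa cells stably expressing Vif plus C-terminally eYFP-tagged A3F were seeded, incubated overnight at 37 deg C, dosed with compound, incubated overnight again at 37 deg C. Yellow fluorescence (Ex 488/Em 500-530) reported blocked Vif-mediated A3F-eYFP degradation.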
D1 antagonist = human D1 dopamine receptor antagonism; P21728; HEK293 TREx D1 cells, calcium flux, dopamine EC80; hits give low values; activity change, negative = inhibition, % at 10 µM; hit rate 3.2% among 360,000; AID 504652; in the data active = activity change below about -30%; also: % is scaled to controls: 0 for no effect and ±100 for the full control effect
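Inducible Hek293 Trex D1 cells (tetracycline, overnight, 30 C). Calcium dye 30–90 min RT. Antagonist mode: EC80 dopamine added after 180 s compound read.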
D2 PAM = positively modulates the human D2 dopamine receptor allosterically | P14416 | HEK293 T-REx D2, calcium flux, EC20 dopamine potentiation | potentiation, % at 10 µM | hit rate 0.34% among 340,000;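 active = potentiation over 3 SD above the plate norm, cut at about 30% in these data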; also: 0% is about no effect
Target sequence (P14416 whole entry, looked up): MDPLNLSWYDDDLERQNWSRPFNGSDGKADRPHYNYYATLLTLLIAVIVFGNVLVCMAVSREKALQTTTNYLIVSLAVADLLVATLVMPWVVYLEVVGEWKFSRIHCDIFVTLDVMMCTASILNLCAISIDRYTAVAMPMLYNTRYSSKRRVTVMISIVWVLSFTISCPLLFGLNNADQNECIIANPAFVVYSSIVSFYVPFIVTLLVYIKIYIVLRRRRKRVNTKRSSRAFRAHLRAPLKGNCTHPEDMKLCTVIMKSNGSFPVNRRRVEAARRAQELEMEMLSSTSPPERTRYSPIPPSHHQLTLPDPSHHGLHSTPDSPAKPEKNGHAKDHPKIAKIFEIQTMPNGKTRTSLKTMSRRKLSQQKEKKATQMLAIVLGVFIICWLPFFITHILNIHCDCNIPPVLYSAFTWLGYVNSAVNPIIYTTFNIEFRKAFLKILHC
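Using a no-wash calcium dye in inducible, force-coupled HEK293 Trex cells expressing D2, we tracked fluorescence each second for 180 s after compound, then for 180 s after EC20 dopamine to detect augmented signalling.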
D1 PAM = enhances dopamine response at the human D1 receptor; P21728; HEK293 TREx D1 cells, calcium flux, dopamine EC20 potentiation; potentiation, % at 10 µM; hit rate 0.036% among 360,000; in the data active = potentiation above about 30%; also: 0% is about no effect
GRP78 ERSR act = induces the endoplasmic reticulum stress response in human glioma cells | AID 602332 | U87-MG GRP78 promoter luciferase reporter, 16 h | hit rate 0.02% among 420,000 | Potency, µM, inactives show top-dose activation, hits mostly activators; also: potency is read from the fitted curve at half-maximal effect; series mostly up to about 76 µM; % of control where 0% means no effect; nearly all actives have a fitted effect of over 35% in size
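Stably transfected U87-MG human glioma cells carrying a GRP78-based luminescent sensor were seeded at 1000 cells/well, pin-dosed with compounds and incubated 16 h. Luciferase reagent was then added, and end-point luminescence was read after 10 min at room temperature.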
RXFP1 agonist = RXFP1 (human) receptor agonism. Q9HBX9. HEK293T-RXFP1 cAMP TR-FRET, 30 min; response scale: percent of porcine relaxin response, buffer zero. Potency, µM (highest dose often 57.5 µM), for the others: at the highest dose activation, hits mostly activators. hit rate 0.3% among 370,000; also: potency is read from the fitted curve at half-maximal effect; % is scaled to controls: 0 for no effect and ±100 for the full control effect; nearly all actives have a fitted effect of over 60% in size; many of its hits are not listed in these tables
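HEK293T cells stably expressing RXFP1 were pretreated with the PDE4 inhibitor Ro 20174, exposed to compounds for 30 min at 37C, lysed, and cAMP was read by TR-FRET. Data normalized to buffer (basal) and 29 nM porcine relaxin (100%).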
D1 ag = agonists of human D1 dopamine receptor; HEK293 T-REx D1 cells, calcium flux, agonist mode; activation, % at 2 µM; hit rate 1% among 360,000; P21728; in the data active = activation above about 30%; also: 0% is about no effect
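Agonism was scored from calcium flux recorded over 180 s (1 read/s) after pintool compound addition, following a 10-cycle baseline. Cells were inducible force-coupled HEK293 TREx D1, plated overnight at 30 C and loaded with no-wash calcium dye.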
Vif-A3G inh = inhibitors of Vif-APOBEC3G interaction. Q9HC16. HeLa A3G-eYFP + Vif (tagged APOBEC3G with the HIV-1 protein that degrades it), YFP fluorescence, overnight. Potency, µM (doses to about 46.1 µM), without a hit: at the top dose activity, negative = active, hits mostly inhibitors. hit rate 0.076% among 410,000. AID 602310;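 also: potency is read from the fitted curve at half-maximal effect; % is scaled to controls: 0 for no effect and ±100 for the full control effect; nearly all actives have a fitted effect of over 60% in size; hits raise eYFP signal because A3G escapes Vif-driven loss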
Target sequence (Q9HC16 whole entry, looked up): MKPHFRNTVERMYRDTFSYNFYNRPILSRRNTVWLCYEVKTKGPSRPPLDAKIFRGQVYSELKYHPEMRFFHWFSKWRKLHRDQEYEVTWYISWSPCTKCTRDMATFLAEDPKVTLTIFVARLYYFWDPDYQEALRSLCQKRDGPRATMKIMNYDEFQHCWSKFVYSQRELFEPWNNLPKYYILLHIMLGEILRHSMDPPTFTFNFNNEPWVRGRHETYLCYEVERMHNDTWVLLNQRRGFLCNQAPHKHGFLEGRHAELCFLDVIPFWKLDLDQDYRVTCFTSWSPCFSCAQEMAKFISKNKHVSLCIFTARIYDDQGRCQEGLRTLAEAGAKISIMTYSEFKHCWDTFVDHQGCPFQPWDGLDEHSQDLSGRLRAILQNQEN
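Read-out is eYFP fluorescence (Ex 488/Em 500-530) from Vif-expressing HeLa A3G-eYFP cells; more signal means A3G escaped Vif-mediated degradation. Cells plated overnight, compound pinned in, incubated overnight at 37 deg C.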
LDHA block = blocks human lactate dehydrogenase A; P00338; purified LDHA, NADH/diaphorase-resazurin fluorescence; hits give low values; activity change, % (values are at about 110 or 230 µM); hit rate 0.15% among 480,000; AID 1347041; in the data active = activity change below about -30%; inconclusive = mostly about -25% to -30%;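 also: plate controls were DMSO wells for no effect and wells without enzyme for full effect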
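Human LDH5 at 2 nM final in Tris HCl pH 7.4 with 0.06 mM NADH and 0.2 mM pyruvate, reacted 5 minutes at room temperature. Remaining NADH coupled via diaphorase/resazurin; resorufin fluorescence read at 0 and 20 minutes, normalized to enzyme-free and DMSO wells.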
Active calls of the source: *; i = inactive; ? = inconclusive; · = no result given; & = joins results of further samples. Unless noted, calls follow the shape of the dose curve; as a rule, active = well fitted curve in the direction sought with a large enough effect; inconclusive = small, poorly fitted or top-dose-only effect, or another doubt; inactive = no such curve, though single readings can be large; an effect the other way counts as inactive or inconclusive.

Results follow in this order: D1 antagonist | RXFP1 agonist | GRP78 ERSR act | Vif-A3G inh | LDHA block | D2 PAM | D1 ag | Vif-A3F inh | D1 PAM
> Cc1ccc(-c2cc(C(=O)NCc3cccnc3)no2)cc1
→ -9 | 1.4% | 15% | 3% | -3 | -14 | 4 | -2% | -7
> NC(=S)Nn1c(-c2ccccc2)nc2ccccc2c1=O
→ 13 | 0.7% | -2% | 2% | -8 | -8 | 1 | 0% | -4
> Cc1oc(-c2ccc(Cl)cc2)nc1CS(=O)CC(=O)NCc1ccccn1 (stereo not given)
→ -17 | 1.9% | -7% | -1% | -1 | -6 | 4 | 5% | -6
> O=C(C[n+]1cccc(Br)c1)c1cccs1
→ 4 | 0.6% | 3%&-1% | 3%&1% | 3&4 | -2 | 5 | -1% | 0
> CC1CCN(CCc2nc3cc(NC(=O)COc4ccc([N+](=O)[O-])cc4)ccc3n2C)CC1
→ 5 | 2.1% | -5% | 0% | 2 | -1 | 4 | -6% | 2
> CCCN1CCC(=O)N([C@H](CSc2ccc(Br)cc2)Cc2ccccc2)CC1
→ -13 | 5.6% | -1% | 1% | -2 | 17 | 6 | 2% | -1
> Cc1cccc(C(=O)NCC(=O)NCCCSc2ccccc2)c1
→ 2 | 0.1% | -3% | -1% | -10 | -2 | -1 | 5% | -2
> CC[C@@H](C)[C@H](NC(=O)CNC(=O)Cc1c(C)c2c(cc(C)c3c(C)coc32)oc1=O)C(=O)O
→ 0 | ? | -4% | -3% | 3 | 3 | 3 | -10% | 0
> Cc1ccc(-c2nc3ccc(Cl)cn3c2Cc2ccccc2)cc1
→ · | · | 4% | -1% | -1 | · | · | -1% | ·
> CCC(CC)C(=O)NCCNC(=O)C(CC)CC
→ -8 | 0.1% | -1% | 2% | -7 | 2 | 4 | 3% | 13
> CCn1ncc(/C=C2/SC(=S)NC2=O)c1C
→ -12 | 1.0% | -4% | 1% | -12 | -12 | 1 | -1% | -2
> CC(=O)Nc1ccc2c(c1)C(=O)N(c1cccc(C)c1)C2=O
→ 32 | 19% | -1% | 1% | -9 | 6 | 3 | -7% | -4
> Cc1nnc(SCC(=O)Nc2cc(S(C)(=O)=O)ccc2Cl)n1Cc1ccccc1
→ -20 | 3.8% | -3% | -2% | 9 | 4 | 9 | -2% | ·
> COc1ccc2c(c1)CCc1c(C(=O)NCCCn3ccnc3)noc1-2
→ -6 | 2.0% | -1% | -1% | 19 | 4 | 3 | -1% | -1
> Oc1c(Br)cc2oc3c(c2c1CNCc1ccccc1)CCCC3
→ 4 | -0.7% | 1% | 0% | 15 | -23 | 2 | -4% | 0
> COc1ccc(OC)c(NC(=S)N2CCc3ccccc3C2)c1
→ -6 | -0.7% | 2% | -9% | 0 | 8 | 0 | -13% | -9
> O=C(Nc1cccc(Cl)c1)c1ccc2nc(Cc3ccccc3)oc2c1
→ -3 | -0.9% | -5% | -1% | -1 | -7 | 8 | 2% | -1
> CCOc1ccccc1CNCc1ccc(C(=O)O)cc1
→ · | -1.0% | -1% | -5% | -11 | 6 | -2 | -3% | 4
> COc1cccc(COC(=O)C2CCN(C(=O)c3ccccc3C)CC2)c1OC
→ -1 | -1.4% | -8% | 1% | 0 | 6 | 9 | 2% | -3
> O=C(NCc1cccc(Cl)c1)C1CCC(=O)N(CC2CCCCC2)C1 (stereo not given)
→ 4 | -2.3% | 0% | 0% | 1 | -7 | 1 | 3% | 2

The closing 2 compounds of the part before lead into the next:
Results follow in this order: D1 antagonist | RXFP1 agonist | GRP78 ERSR act | Vif-A3G inh | LDHA block | D2 PAM | D1 ag | Vif-A3F inh | D1 PAM
> COc1cccc(COC(=O)C2CCN(C(=O)c3ccccc3C)CC2)c1OC
→ -1 | -1.4% | -8% | 1% | 0 | 6 | 9 | 2% | -3
> O=C(NCc1cccc(Cl)c1)C1CCC(=O)N(CC2CCCCC2)C1 (stereo not given)
→ 4 | -2.3% | 0% | 0% | 1 | -7 | 1 | 3% | 2
> COC(=O)CCCNC(=O)c1ccc(OC2CCN(CCc3ccccc3)CC2)cc1
→ -4 | -2.0% | -2% | 1% | 0 | -2 | 5 | -6% | -4
> COc1ccc(NC(=O)C2CCCN(C(=O)c3cnn(-c4ccccc4)c3-n3cccc3)C2)cc1 (stereo not given)
→ 9 | 5.4% | -3% | 2% | -11 | -5 | -2 | 8% | -1
> C[C@H](NC(=O)c1ncn(C)c1C(=O)N[C@@H](C)c1ccccc1)c1ccccc1
→ · | · | -4% | -8% | -16 | · | · | -3% | ·
> O=C1CC/C=C\C[C@@H](CC(=O)N(CCO)Cc2ccccc2)C(=O)NCCO1
→ · | · | 0% | 0% | 0 | · | · | 1% | ·
> COCCn1c(SCC(=O)Nc2ccc(OC)c(S(N)(=O)=O)c2)nc2ccccc2c1=O
→ · | · | -1% | -3% | -4 | · | · | 0% | ·
> Cc1cc(C(=O)CCC(=O)N(C)CC2COc3ccccc3O2)c(C)s1 (stereo not given)
→ · | · | -4% | -8% | 3 | · | · | 1% | ·
> CC(C)(C)NS(=O)(=O)c1ccc(CCC(=O)NCc2ccccn2)cc1
→ 10 | 2.2% | -2% | -9% | -2 | 12 | 4 | -10% | -6
> CN(C)CCNC(=O)c1ccccc1
→ -8 | -0.1% | -1% | 1% | -3 | -16 | 1 | -9% | -3
> CCC(C(=O)OCC(=O)Nc1ccccc1-c1ccccc1)c1ccccc1 (stereo not given)
→ 5 | -0.8% | -1% | -7% | 1 | 11 | 13 | 1% | 1
> Cc1nccn1-c1ncnc2sc3c(c12)CCCC3
→ 3 | 3.9% | -1% | 3% | -3 | -15 | 2 | -1% | 2
> O=C(O)CCC(=O)N1N=C(c2ccc(Br)cc2)CC1c1ccc(Br)cc1 (stereo not given)
→ -9 | 3.0% | 0% | 2% | -4 | 2 | 11 | 3% | -1
> CN(NC(=O)NN)c1ncc(C(F)(F)F)cc1Cl
→ -22 | 3.6% | -2% | -9% | 0 | -10 | 3 | -4% | -8
> CSc1ccccc1NC(=O)CN(C)C(=O)Cn1c(=O)oc2ccccc21
→ -14 | -0.1% | -7% | -2% | 0 | -4 | 0 | -11% | 2
> COCCN(CCOC)S(=O)(=O)c1ccc(Cl)nc1
→ -2 | 2.9% | -4% | 2% | -2 | -3 | 3 | 1% | 0
> O=C1NC(=O)C2(CCC(C(=O)O)C2)N1 (stereo not given)
→ -3 | -3.6% | -4% | -1% | -6 | · | 0 | -9% | 5
> Cc1nn(-c2ccc(F)cc2)c(C)c1NS(=O)(=O)c1ccc(Cl)cc1
→ 4 | 0.0% | -5% | -28% | 2 | -8 | 2 | 0% | 1
> CCCC1(c2ccccc2)NC(=O)N(CC(=O)Nc2cc(OC)cc(OC)c2)C1=O (stereo not given)
→ 7 | -1.7% | -3% | 2% | -1 | 1 | 35* | -11% | ·
> O=[N+]([O-])c1ccc(Sc2cccc[n+]2[O-])c2nonc12
→ -24 | 3.9% | -13% | ? | 54 | 2 | 26 | i | -2
> CC12CC3CC(C)(C1)CC(C(=O)NCc1cccnc1)(C3)C2
→ 15 | -0.2% | -7% | 0% | 1 | · | -1 | -9% | -1
> CCCc1cc(=O)[nH]c(SCC(=O)Nc2ccc(Br)cc2)n1
→ -13 | 0.3% | -2% | 7% | -3 | 7 | 2 | 3% | -8

Next structures follow.
Results follow in this order: D1 antagonist | RXFP1 agonist | GRP78 ERSR act | Vif-A3G inh | LDHA block | D2 PAM | D1 ag | Vif-A3F inh | D1 PAM
> CCOC(=O)N/N=C/c1c(F)cccc1F
→ 1 | 1.1% | -2% | ? | -8 | -5 | 3 | -6% | -8
> CCOc1ccc2nc(SCC(=O)Nc3ncccn3)[nH]c2c1
→ 2 | 1.7% | -1% | 0% | -2 | -9 | 0 | 0% | -8
> COc1cc(OC)c(NS(=O)(=O)c2cc(-c3cnc(C)o3)ccc2OC)cc1Cl
→ -18 | 0.4% | 2% | ? | 10 | -1 | 10 | -2% | -1
> COc1ccccc1C(=O)NCC(=O)NCc1cc(=O)n(C)c(=O)n1C
→ -4 | 2.9% | 0% | 1% | -5 | -4 | 4 | 1% | 1
> COc1ccc(N2CCN(c3cc(C)nc4nc(-c5ccc(C)cc5)nn34)CC2)cc1
→ -26 | 0.8% | -3% | 3% | -7 | 21 | -1 | 1% | -4
> Cc1nn(Cc2ccccc2)c(Cl)c1C(=O)OCC#N
→ -10 | 2.5% | 0% | 4% | 1 | -1 | 2 | -4% | -7
> CC(C)n1nc(C(=O)OCC(=O)NCCc2ccc(S(N)(=O)=O)cc2)c2ccccc2c1=O
→ · | · | -4% | -2% | -5 | · | · | 14% | ·
> COc1ccc(C(=O)N2CCCC2)cc1
→ -4 | -0.3% | 0% | -1% | -6 | · | 2 | -1% | -4
> NC(=O)c1ccsc1N
→ 22 | -2.4% | · | · | · | -6 | 4 | · | -2
> COc1cccc(NC(=O)Nc2ccc(Cc3ccncc3)cc2)c1
→ 5 | -2.0% | 2% | 2% | -9 | 0 | 8 | -5% | -7
> Cc1cc(OCC(=O)Nc2ccccn2)c2c(C)cc(=O)oc2c1
→ -6 | 6.3% | 0% | 7% | -9 | -4 | 1 | 3% | -4
> CC(=O)Nc1ccc(S(=O)(=O)CCC#N)cc1
→ -3 | -1.2% | -6% | 0% | -2 | -1 | 2 | -1% | -1
> O=C(CNC(=O)c1ccco1)NCC(=O)OCc1ccccc1Cl
→ 0 | 0.0% | 1% | 1% | -12 | -9 | 1 | 7% | 2
> Cc1ccccc1OCCCSc1nc2ccccc2[nH]1
→ -12 | 2.6% | -7% | -4% | -2 | 7 | 0 | -1% | -4
> Cn1nnc(NC(=O)/C=C/c2ccco2)n1
→ 0 | -2.6% | 2% | 1% | -3 | -10 | 1 | -12% | 3
> COc1cccc(C(=O)Nc2cc([N+](=O)[O-])ccc2N2CCN(C)CC2)c1
→ 6 | 3.1% | -3% | 0% | 8 | 5 | 4 | 3% | -2
> CCC(C)NS(=O)(=O)c1ccc(NC(=O)CNCc2cccs2)cc1 (stereo not given)
→ · | · | -1% | -2% | -19 | · | · | 1% | ·
> CC(Oc1ccccc1F)C(=O)NNC(=O)CC(C)c1ccccc1 (stereo not given)
→ 9 | -0.1% | -3% | 2% | -3 | 6 | 2 | -4% | -4

The list is partial (hit frequency here may not be typical).
